Assay outcomes deposited in PubChem by several laboratories.
L major viab = Leishmania major promastigote growth inhibition. inhibition, % at 10 µM. 200,000 compounds, 9% hits. Leishmania major promastigotes, resazurin fluorescence viability. AID 1063; in the data active = inhibition above about 50%;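 note: promastigotes grown with compound for 44 hours at 28 °C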
PPARg SRC-2 ag = PPARgamma-driven SRC-2 recruitment agonism. 200,000 compounds, 0.34% hits. P37231. activation, % at 8 µM. PPARgamma LBD-SRC-2 recruitment, biochemical; in the data active = activation above about 22%;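 note: 0% = vehicle and 100% = reference agonist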
PPARg SRC-3 ag = PPARgamma-driven SRC-3 recruitment agonism; AID 731; activation, % at 8 µM; biochemical PPARgamma/SRC-3 coactivator recruitment assay; 200,000 compounds, 0.26% hits; P37231; in the data active = activation above about 23%;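 note: 0% = DMSO and 100% = reference agonist; some compounds past the cut are filed as inactive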
RAM network inh = yeast RAM network inhibition; S. cerevisiae dse1pr::URA3 reporter, 5-FOA growth OD615, 2 d; analog-sensitive cbk1-as2 kinase mutant strain; inhibition, % at 50 µM; 190,000 compounds, 1.8% hits;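 active = inhibition above a set limit, 3 SD over mean compound inhibition, cut at about 8.4% in these data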;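 note: 0% = DMSO-only wells with no growth and 100% = 10 µM 1-NA-PP1 full growth; inhibition rescues growth on 5-FOA so higher OD means more RAM inhibition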
PPARg SRC1 recr = PPARgamma-driven SRC-1 recruitment agonism | P37231 | PPARgamma-SRC-1 coactivator recruitment biochemical assay | activation, % at 8 µM | 200,000 compounds, 0.41% hits | AID 631; in the data active = activation above about 19%;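 note: 0% = DMSO and 100% = reference agonist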
TR-FRET SRC-2 ct = counter-screen for PPARgamma SRC-2 recruitment agonists: TR-FRET artefact; 200,000 compounds, 0.4% hits; TR-FRET ratio at 8 µM; active compounds read high; in the data active = TR-FRET ratio above about 2000; note: inactives centre near 1500; reference of the scale not given here
ROMK mod = human ROMK K+ channel modulation, primary screen; P48048; Tet-inducible ROMK, thallium flux fluorescence; actives lie on both sides; B-score at 10 µM; 130,000 compounds, 2% hits; AID 1918;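 active = signal ratio slope over the read window, or its plate-corrected B-score, at least 3 SD from the plate mean, either direction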;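 note: B-score of the F/F0 ratio slope over 7 to 12 s after thallium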
Target sequence (P48048 whole entry, looked up): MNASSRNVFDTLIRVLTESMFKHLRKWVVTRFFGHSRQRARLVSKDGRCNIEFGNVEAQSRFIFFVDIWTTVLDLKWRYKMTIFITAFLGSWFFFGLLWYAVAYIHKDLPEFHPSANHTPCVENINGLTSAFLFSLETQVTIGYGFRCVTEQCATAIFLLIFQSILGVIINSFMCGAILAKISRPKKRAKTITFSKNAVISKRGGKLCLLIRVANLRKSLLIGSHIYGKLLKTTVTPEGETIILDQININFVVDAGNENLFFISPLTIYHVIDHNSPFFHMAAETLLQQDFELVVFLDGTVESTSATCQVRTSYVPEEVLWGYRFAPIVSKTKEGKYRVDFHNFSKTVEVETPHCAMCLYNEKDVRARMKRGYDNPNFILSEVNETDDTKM
bIAP inh = intestinal alkaline phosphatase (bovine) inhibition | purified bovine IAP, CDP-star luminescence, 30 min | inhibition, % at 20 µM | 190,000 tested, under 10 active | AID 1019;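 active = over 50% inhibition of intestinal alkaline phosphatase at 20 µM in the single-dose screen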
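System: Purified bovine intestinal alkaline phosphatase (IAP) enzyme | Input: IAP diluted 1/65,000,000 in the well | Also added: CDP-star chemiluminescent phosphatase substrate, 30 µM final | Dosing: 20 µM single dose | Times: Enzyme reaction for 30 min at room temperature | Detection: Luminescence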
HMGR II inh = blocks class II HMG-CoA reductase of Enterococcus faecalis. AID 1066. purified E. faecalis HMGR, NADPH absorbance 340 nm kinetic. inhibition, % at 10 µM. 190,000 compounds, 0.41% hits;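 active = inhibition above a set limit, the median over all tested compounds plus 3 SD, cut at about 9.5% in these data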;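 note: enzyme runs in reverse so mevalonate oxidation gives rising NADPH absorbance; 0% = complete reaction with DMSO and 100% = background rate lacking mevalonate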
S1P3 antag = antagonists of human S1P3 receptor. Q99500. CHO S1P3 NFAT-BLA reporter, FRET fluorescence, antagonist mode. inhibition, % at 4.98 µM. 170,000 compounds, 0.27% hits. AID 485;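 active = inhibition above the plate cutoff, the mean inhibition of test wells on that plate plus 3 SD, cut at about 28% in these data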;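 note: cells challenged with S1P at its EC80 of 0.8 µM; blue over green emission ratio from cleaved BLA substrate after 4 h stimulation; 0% = S1P-stimulated wells and 100% = unstimulated DMSO-only wells; some compounds past the cut are filed as inactive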
Target sequence (Q99500 whole entry, looked up): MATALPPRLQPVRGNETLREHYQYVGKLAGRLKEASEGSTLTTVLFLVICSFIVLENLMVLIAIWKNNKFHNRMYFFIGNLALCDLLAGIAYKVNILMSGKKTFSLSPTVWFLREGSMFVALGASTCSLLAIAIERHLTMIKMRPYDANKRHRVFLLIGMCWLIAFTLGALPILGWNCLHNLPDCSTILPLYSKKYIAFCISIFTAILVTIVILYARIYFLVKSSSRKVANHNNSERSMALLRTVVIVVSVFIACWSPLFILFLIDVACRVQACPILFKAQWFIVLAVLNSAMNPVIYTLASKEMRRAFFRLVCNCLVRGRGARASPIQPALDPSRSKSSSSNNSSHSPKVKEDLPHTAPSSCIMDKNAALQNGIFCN
Redox H2O2 prof = compounds producing H2O2 with reducing agent – biochemical, NIH compound library profiling, artefact control for MLSCN library redox annotation, primary screen; 200,000 compounds, 0.03% hits; AID 878; activation, % at 10 µM; DTT-dependent redox cycling H2O2, phenol red/HRP absorbance; 100% = 100 µM peroxide control, 0% = buffer;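 active = activation of at least 50% relative to the plate's high and low controls in the primary single-dose screen; inactive = activation below 50%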;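 note: compound incubated with DTT at 0.8 mM final as the reducing agent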
Numbers without * were called inactive; i = inactive; . = not tested or not shown.

SMILES	L major viab	PPARg SRC-2 ag	PPARg SRC-3 ag	RAM network inh	PPARg SRC1 recr	TR-FRET SRC-2 ct	ROMK mod	bIAP inh	HMGR II inh	S1P3 antag	Redox H2O2 prof
COc1ccc(/C=N/Nc2cc(=O)n(C)c(=O)n2C)cc1OC	-2	10	6	1.8	8	1700	.	-96	-3	-14	0.9
Cc1ccc(NC(=O)CSc2n[nH]c(C)c2[N+](=O)[O-])cc1C	-6	1	1	4.7	14	1668	.	-13	1	-15	0.2
CCCS(=O)(=O)N1CCC(C(=O)NCc2ccccc2Cl)CC1	-4	8	8	2.3	-2	1641	.	15	-1	20	-2.3
COC(=O)c1[nH]c2c(c1C)C(=O)CC(c1cccs1)C2 (stereo not drawn)	20	-4	14	1.1	8	1810	.	-8	2	23	0.0
COc1ccc(OC)c(NC(=O)c2ccc(CSc3nnc(C)s3)cc2)c1	-5	4	2	1.6	8	1818	0.2	10	-4	-1	-0.9
COc1ccc(/C=C/C(=O)NC(=S)NCC2CCCO2)cc1 (stereo not drawn)	-2	-4	3	3.1	-1	1455	0.37	-19	0	-6	0.5
Cc1cc(C)cc(Nc2nc3ccccc3c(=O)[nH]2)c1	16	4	4	2.0	6	1300	-1.7	-7	-8	11	-1.1
Cn1cccc1Cc1nnc(SCC(=O)NCC2CCCO2)n1-c1ccc(F)cc1 (stereo not drawn)	-3	0	-1	0.9	0	1680	.	-1	6	-12	0.1
C/C(=N\NC(=O)CSCc1ccc(Cl)cc1)c1ccc(NC(=O)c2ccccc2)cc1	-4	2	8	7.0	3	1462	0.044	28	-1	.	1.0
O=c1cc(CN2CCN(c3ccccc3)CC2)nc2scc(-c3ccccc3)n12	5	3	-4	2.8	4	1378	-0.097	-21	-1	-2	0.9
CCOC(=O)C1CCCN(c2c(N3CCN(C4CCCCC4)CC3)c(=O)c2=O)C1 (stereo not drawn)	-6	-4	7	0.2	12	1537	.	3	-4	-19	-1.4
COc1ccc(N2CCN(c3cc(=O)n(Cc4ccc(F)cc4)c(=O)[nH]3)CC2)cc1	33	-9	2	4.0	-2	1480	.	3	1	-23	-0.2
O=C(O)c1cc(S(=O)(=O)Nc2ccc(N3CCCCC3)cc2)ccc1Cl	-9	5	3	1.9	5	1526	0.75	14	-2	-13	-1.2
C=CCN1C(=O)S/C(=C/c2ccsc2)C1=O	16	11	10	1.2	8	1524	-1.8	35	-8	.	0.9
O=C(NCc1ccccn1)C1CCN(S(=O)(=O)N2CCC3(CC2)OCCO3)CC1	-3	-3	1	0.0	-5	1330	0.5	20	-1	0	0.4
O=C(c1cccc(Br)c1)N1CCN(C(=O)N2CCCCC2)CC1	0	-2	6	1.2	1	1602	.	-1	-1	-5	-3.5
CC1=Nn2c(nnc2-c2ccco2)SC1	0	-2	2	1.2	4	1353	0.0049	-4	-5	-40	-5.3
O=C(COc1ccc(-c2nnco2)cc1)N1CCN(S(=O)(=O)c2ccc3ccccc3c2)CC1	-5	0	2	5.5	9	1733	.	-2	0	-8	-0.4
COc1nc(C)ccc1-c1noc(-c2ccco2)n1	30	2	6	0.0	-8	1318	0.51	3	-4	3	0.1
CC(=O)Nc1ccc(S(=O)(=O)N2CCSC2C(=O)O)cc1 (stereo not drawn)	-5	-1	-10	0.8	6	1479	0.28	0	0	.	0.2

Next part, starting with the last 2 of the part before.
SMILES	L major viab	PPARg SRC-2 ag	PPARg SRC-3 ag	RAM network inh	PPARg SRC1 recr	TR-FRET SRC-2 ct	ROMK mod	bIAP inh	HMGR II inh	S1P3 antag	Redox H2O2 prof
COc1nc(C)ccc1-c1noc(-c2ccco2)n1	30	2	6	0.0	-8	1318	0.51	3	-4	3	0.1
CC(=O)Nc1ccc(S(=O)(=O)N2CCSC2C(=O)O)cc1 (stereo not drawn)	-5	-1	-10	0.8	6	1479	0.28	0	0	.	0.2
CCC(=O)N(C1=C(NC(C)C)C(=O)c2ccccc2C1=O)C(C)C	4	-1	9	-0.4	1	1511	.	12	-2	-26	-1.2
Cc1cccn2c(=O)c(C=Nc3ccccc3)c(NCc3ccco3)nc12	28	-3	-4	2.1	6	1427	.	1	-2	0	3.1
CC(C)COC(=O)c1cc(=O)[nH]c2ccccc12	14	-4	-5	0.9	-5	1447	-0.95	12	2	1	-0.3
CCOC(=O)c1csc(NC(=O)CSc2nnnn2-c2ccc(OC)cc2)n1	-4	13	5	3.0	7	1776	.	5	0	5	-2.9
CC(c1ccccc1F)n1cc(C(=O)NCCc2ccco2)nn1 (stereo not drawn)	-6	4	7	2.6	-1	1529	0.28	2	-7	.	0.1
Cc1ccc(C(C)n2cc(C(=O)NCc3ccccn3)nn2)cc1 (stereo not drawn)	-5	7	4	2.2	6	1509	0.0014	-10	-2	-6	-0.9
COc1ccc(C(=O)c2ccc(N(C)C)cc2)c(OC)c1	-7	10	-1	-0.7	8	1717	.	1	5	28	-1.6
CCOc1ccc(Nc2cc(=O)oc3ccccc23)cc1	-1	5	1	2.6	-3	1483	.	4	3	.	3.4
CCN(CC(=O)NCc1cccs1)S(=O)(=O)c1ccc(C(C)C)cc1	-3	-1	8	0.8	5	1510	.	5	-2	.	0.6
CCC(C(=O)NC1CCCCC1)N(CC1CCCO1)C(=O)CNS(=O)(=O)c1ccc(OC)cc1 (stereo not drawn)	-8	11	3	0.7	-6	1636	.	-1	-3	-5	0.2
COc1ccc(CCC(=O)Nc2cc(Cl)ccc2OC)cc1	1	2	2	3.0	1	1487	.	14	5	.	-2.8
COC(=O)c1sccc1NC(=S)N1CC(C)CC(C)C1 (stereo not drawn)	-7	2	-2	2.2	-2	1527	-0.94	32	0	.	0.3
CCOC(=O)c1ccc(N=c2sc(C(=O)OC)cc(=O)n2Cc2ccc3c(c2)OCO3)cc1	100*	-3	4	2.3	1	1545	.	-9	-4	.	-2.1
CNC(=O)NC(=O)COC(=O)CCCOc1ccc(OC)cc1	-1	7	4	2.5	-4	1726	.	4	-1	-30	-2.1
CCOC(=O)C1CCCN(C(=O)c2cc3c(C)nc4ccccc4c3o2)C1 (stereo not drawn)	77*	10	3	1.0	-2	1566	-0.7	-2	-11	15	2.5
COc1ccc(NC(=O)COC(=O)CNC(=O)c2cc(OC)c(OC)c(OC)c2)cc1	-3	-5	-1	1.1	3	1408	.	6	-2	7	0.0
Cc1ccnc(N2C(=O)c3ccccc3C2O)c1 (stereo not drawn)	-7	5	4	-1.4	-2	1615	.	9	2	.	-1.1
Cc1c(CN(C)C(=O)c2nn(C)cc2[N+](=O)[O-])cnn1C	-10	1	-1	1.1	2	1508	0.31	-1	1	5	-0.4
CCOC(=O)C1(CC)NC(c2ccco2)C2C(=O)N(C)C(=O)C21 (stereo not drawn)	-3	3	11	-0.1	3	1484	.	9	7	.	0.1
Cc1cc(C)c2c(-n3cccc3)nn(C)c2n1	-2	-2	-3	0.7	2	1502	.	4	2	.	4.6
CCN(CC)S(=O)(=O)c1ccc(N2CCCC2)c(C(=O)OCC(=O)/C(C#N)=C(\C)N)c1	43	6	8	1.6	0	1513	.	4	1	22	0.5
COc1ccc(CCN2CNc3c(c(=O)n(C)c(=O)n3C)C2)cc1OC	-3	9	-1	0.1	6	1455	0.75	-5	-1	-25	0.5
Cc1ccc(N=C2C(=S)N(c3ccc(C)cc3)C(=N)N2/N=C/c2ccc(Cl)cc2)cc1	100*	4	6	0.9	9	1555	0.36	1	-4	.	1.6
Fc1ccc(NC(=S)NCc2ccccn2)cc1	-5	-4	-10	1.2	-1	1616	.	2	4	.	2.8
O=C(c1ccc(C(F)(F)F)cc1)C1CCCN(C(=O)CN2CCCC2=O)C1 (stereo not drawn)	-2	0	-1	-1.7	6	1669	0.63	10	-2	-7	-0.6
O=C(CCn1nnc2ccccc21)Nc1nnc(Cc2ccccc2)s1	18	2	2	3.1	1	1592	-0.11	4	-6	-24	-0.4
O=C(Cc1ccc([N+](=O)[O-])cc1)NCc1ccccc1Cl	0	-3	-4	3.5	5	1595	-1.3	6	-6	8	0.1
COc1cccc(C(=O)NNC(=O)c2sccc2-n2cccc2)c1	-4	0	-5	1.4	-5	1426	-0.29	-43	-3	1	-1.6
N/C(=N\OC(=O)COc1ccc([N+](=O)[O-])cc1)c1ccc(Br)cc1	-3	4	2	2.3	4	1396	-0.22	33	0	-15	0.3
Cc1ccc(C)c(N2CC(=O)N(c3cc(C)ccc3C)CC2=O)c1	6	-1	-7	1.1	-1	1415	.	11	-7	14	2.0
COn1c(-c2ccc(Cl)cc2)nc2ccc(Cl)cc21	2	9	-4	11*	0	1479	.	8	-2	.	3.9
COC(=O)c1cc2occc2n1Cc1c(F)cccc1Cl	4	-6	-13	0.1	2	1552	.	2	2	-5	2.6
COCCCNC(=O)CSc1nc2ccccc2c(=O)n1CCCC(=O)NCC1CCCO1 (stereo not drawn)	4	5	-5	1.2	-3	1477	.	4	-1	.	-0.2
c1ccc(-c2c(-c3ccccc3)n(Cc3ccco3)c3ncnc(NCCCn4ccnc4)c23)cc1	100*	2	-1	-0.6	6	1580	-3.9*	i	-12	.	-0.1
CCn1c(COc2ccc(OC)cc2)nnc1SCc1nc2ccccc2c(=O)[nH]1	-9	8	4	1.2	2	1724	0.7	5	-2	0	-0.1
CCCN1CCN(C(=O)Cn2c(=O)oc3cc(S(=O)(=O)NCc4ccccc4)ccc32)CC1	3	3	-1	0.0	8	1480	.	4	-3	-26	-0.2
O=C(c1ccccc1Cl)N1CCC(c2nc3c(nnn3Cc3ccco3)c(=O)[nH]2)CC1	-7	-1	5	-0.5	10	1709	.	4	2	-21	-1.9
CCc1ccc(N(C(=O)c2csnn2)C(C(=O)NCc2ccccc2)c2ccco2)cc1 (stereo not drawn)	3	-3	-1	2.1	1	1586	.	6	-3	.	2.0
CC(NC(=O)c1ccccc1Cl)C(=O)O (stereo not drawn)	-6	-7	-2	1.1	1	1511	-0.034	8	-5	2	1.8
CCOc1cccc(C(=O)NC(=S)Nc2ccc(Cl)cc2C(=O)O)c1	-4	0	-1	0.2	-1	1386	0.88	48	4	-6	0.6
COc1cc(NC(=S)Nc2ccccn2)cc(OC)c1OC	15	7	1	0.0	4	1598	-0.63	14	-3	-10	-2.2
O=C(COC(=O)c1nc(Cl)ccc1Cl)Nc1ccccc1OC(F)F	-2	-6	5	0.0	13	1561	0.57	-8	-7	-5	0.4
CCS(=O)(=O)c1ccc(O)c(NC(=O)c2cc(OC)c(OC)c(OC)c2)c1	1	11	-1	1.3	1	1916	.	-1	0	-12	-0.3
CN(C)c1ccc(C2NCCS2)cc1 (stereo not drawn)	-3	-5	3	1.6	-3	1338	0.77	0	-14	-26	0.3
